PNC assembly inh: inhibitors of perinucleolar compartment assembly; PC3M PTB-GFP, PNC prevalence imaging, 16 h; active compounds read low; activity change (PNC), negative = inhibition, % at 10 µM; 140,000 compounds, 3.1% hits; AID 2417;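 active means readout at or below -70, meaning at least 70% loss of cells showing the perinucleolar compartment, a nuclear body marking cancer cells; inconclusive means readout between -30 and a set limit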;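 further: plate controls were DMSO wells for no effect and camptothecin positive control wells for full effect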
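Compounds are pinned in duplicate onto adhered PC3M cells stably expressing GFP-tagged PTB and incubated 16 h at 37 C. Cells are then fixed, nuclei stained with Hoechst, and PNC-positive cells counted.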
IMPase inh: membrane-permeable compound that blocks inositol monophosphatase. AID 901. inhibition (IP1 accumulation), % at 46.1 µM. 120,000 tested, under 10 active. P97697. CHO-M1 cells, IP1 accumulation, HTRF TR-FRET ratio; active means well fitted curve in the direction sought with a large enough effect in the signal ratio, not every such curve was filed as active; inconclusive means small, poorly fitted or top-dose-only effect, or a change in a side signal; inactive means no such curve, though single readings can be large or run the other way; the % refers to the signal ratio;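 further: cells stimulated with carbachol in lithium chloride buffer; plate controls were DMSO basal wells for no effect and reference inhibitor wells for full effect; higher means more IMPase inhibition seen as more IP1 and lower FRET ratio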
Target sequence (P97697 whole entry, looked up): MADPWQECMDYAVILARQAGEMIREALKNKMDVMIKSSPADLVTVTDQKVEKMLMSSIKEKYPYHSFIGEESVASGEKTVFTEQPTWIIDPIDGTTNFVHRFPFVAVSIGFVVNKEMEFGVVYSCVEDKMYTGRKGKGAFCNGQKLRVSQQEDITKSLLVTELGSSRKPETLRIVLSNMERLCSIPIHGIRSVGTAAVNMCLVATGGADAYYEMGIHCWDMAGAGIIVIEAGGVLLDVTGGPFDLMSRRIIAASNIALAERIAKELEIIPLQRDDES
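CHO-M1 cells (CHO stably expressing M1 receptor), compound up to 46 uM final, stimulated with carbachol (50 uM as added) in buffer with 50mM LiCl, pH 7.4, 30 min at 37C. Cytosolic IP1 read by TR-FRET; AC50 from Hill fits.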
12-hLO inh: blocks human 12-lipoxygenase activity. purified 12-hLO, xylenol orange hydroperoxide absorbance. Potency, µM (series often up to 57.1 µM), without a hit: at the top dose activity change, negative = inhibition, hits mostly inhibitors. 150,000 compounds, 0.12% hits; further: potency means the concentration at half of the fitted maximal effect; nearly all actives have a fitted effect of over 55% in size; many of its hits are not listed in these tables
Target sequence (P18054 whole entry, looked up): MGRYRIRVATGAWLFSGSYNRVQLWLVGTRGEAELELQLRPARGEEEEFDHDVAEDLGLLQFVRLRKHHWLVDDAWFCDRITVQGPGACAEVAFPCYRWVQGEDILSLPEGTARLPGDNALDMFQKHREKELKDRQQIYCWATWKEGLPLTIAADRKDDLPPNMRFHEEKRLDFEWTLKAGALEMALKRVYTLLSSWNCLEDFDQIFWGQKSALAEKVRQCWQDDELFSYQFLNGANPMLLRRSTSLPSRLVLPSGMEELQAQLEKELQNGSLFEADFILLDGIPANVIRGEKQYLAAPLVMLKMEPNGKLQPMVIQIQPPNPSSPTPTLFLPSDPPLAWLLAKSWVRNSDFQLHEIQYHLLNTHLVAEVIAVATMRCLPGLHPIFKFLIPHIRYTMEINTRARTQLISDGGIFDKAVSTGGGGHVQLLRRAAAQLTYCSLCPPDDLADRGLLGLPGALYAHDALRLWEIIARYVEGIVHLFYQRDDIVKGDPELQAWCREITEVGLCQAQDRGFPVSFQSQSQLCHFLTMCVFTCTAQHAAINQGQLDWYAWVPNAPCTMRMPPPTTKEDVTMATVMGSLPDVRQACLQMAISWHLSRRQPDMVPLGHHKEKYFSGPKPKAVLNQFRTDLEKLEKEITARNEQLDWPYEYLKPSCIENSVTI
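Hydroperoxide output read as Fe(III)-xylenol orange absorbance, 573-to-405 nm ratio, after 30 min reaction with 40 uM arachidonic acid. Enzyme: 150 nM purified human 12hLO, 15 min compound preincubation; 25 mM Hepes pH 7.0, room temperature.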
ALOX15B inhib: blocks human 15-lipoxygenase 2 activity. purified 15hLO-2, xylenol orange hydroperoxide absorbance. Potency, µM (top dose mostly 57.1 µM), for inactives: at the top dose activity change, negative = inhibition, most hits filed as inhibitors. 110,000 compounds, 0.56% hits; further: potency means the concentration at half of the fitted maximal effect; nearly all actives have a fitted effect of over 60% in size; many of its hits are not listed in these tables
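Screening format was qHTS against 50 nM purified 15hLO-2 in Hepes pH 7.5 with detergent. Activity follows hydroperoxide formation from 45 uM arachidonic acid, measured as 573:405 nm absorbance ratio of the ferric-xylenol orange complex.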
* marks the source's active call; other numbers are inactive results; ? = inconclusive; nt = not tested or not shown; [ ] = remark or other dose. Unless noted, the call rests on the fitted dose curve; in most records, active means well fitted curve in the direction sought with a large enough effect; inconclusive means small, poorly fitted or top-dose-only effect, or another doubt; inactive means no such curve, though single readings can be large; an effect the other way counts as inactive or inconclusive. Unless noted, on the % scale 0 is the no-effect control and ±100 the full control effect. Only part of the results is shown (hit frequency here may not be typical).

SMILES	PNC assembly inh	IMPase inh	12-hLO inh	ALOX15B inhib
Cc1ccc(S(=O)(=O)Cc2cn3cccnc3n2)cc1	?	-5.7	-4.2%	1.6%
CCc1ccc(C(=O)c2cncc(Br)c2)cc1	-26.9	2.8	-12.2%	7.4%
O=C(Nc1ccc2oc(-c3cccnc3)nc2c1)c1cc2ccccc2o1	7.1	3.4	-1.2%	0.7%
COc1ccc(-c2c3c(nc4sc5c(=O)[nH]c(C)nc5c24)CCC3)cc1	-7.1	-1.1	-0.4%	7.7%
COc1ccc(N(C)S(=O)(=O)c2cccc(C(=O)OCC(=O)Nc3sc4c(c3C#N)CCCCC4)c2)cc1	-5.0	nt	-0.9%	nt
O=C(CSCc1ccccc1)N/N=C/c1ccccc1OCc1ccccc1	?	0.5	-18.8%	1.8%
O=C1/C(=C\Nc2ccccc2)CCN1c1ncccn1	-4.7	4.8	0.9%	-2.2%
C=C(C)COc1ccc2c(CC)cc(=O)oc2c1C	0.8	nt	-1.9%	nt
O=C(Nc1ccc2c(c1)OCCO2)C(c1ccc(F)cc1)N1CCCCC1 (configuration not stated)	16.0	-6.5	1.6%	10.1%
CC1CCN(CCC(=O)N2CCCc3c2c(=O)oc2ccc(O)cc32)CC1	-7.8	7.1	-12.9%	-3.4%
Cc1cccc(C2(c3cccc(C)c3)CC2C(=O)Nc2ccc([N+](=O)[O-])cc2O)c1 (configuration not stated)	-15.5	nt	-6.3%	nt
Cc1noc(C(=O)Nc2cccnc2)c1Cl	0.1	-3.0	2.5%	-1.0%
O=C(NCCCn1ccnc1)c1csc2ccccc12	-25.4	10.2	0.9%	10.1%
COC(=O)C1=C(C)N(c2cc(Cl)cc(Cl)c2)C(=O)C1	?	0.9	-12.8%	-17.3%
COC(=O)c1c(N)c(C#N)c(C)n1-c1ccccc1	?	-8.3	-3.3%	-1.8%
O=C1NC(c2ccc3c(c2)OCO3)Oc2ccccc21 (configuration not stated)	-29.1	-1.1	-2.2%	0.9%
c1ccc(-c2ccc(-n3ccnc3)cc2)cc1	28.6	8.2	5.0%	27.9%
CCN(CC)S(=O)(=O)c1cc(C(=O)Nc2cc(Cl)ccc2N2CCN(C)CC2)ccc1Cl	27.9	11.0	-2.6%	41.0%[activator]
N#CC1=C(N)N(c2ccccc2Sc2ccccc2)C(=O)C1	-18.7	12.7	-13.5%	-17.7%
Cc1cc(C(=O)CSc2nnc(-c3ccccc3)n2Cc2ccc3c(c2)OCO3)c(C)n1C	-2.0	-1.9	-20.4%	-9.6%
Cc1ccccc1NC(=O)COC(=O)CNC(=O)c1sc2ccccc2c1Cl	33.8	nt	0.8%	nt
O=C(CCC(=O)Nc1ccc(Cl)cc1Cl)NNC(=O)[C@@H]1CCCC[C@@H]1C(=O)O	8.4	nt	-2.3%	nt
COc1ccc(-n2nc(C(=O)NCC(=O)N3CCN(c4ccccn4)CC3)c3ccccc3c2=O)cc1	-4.7	3.1	-8.6%	-1.2%
CC(=O)Nc1cccc(NC(=O)c2sc3ncn(CC(=O)N4CCCCC4)c(=O)c3c2C)c1	-25.6	2.8	10.6%	2.0%
CCOc1nc(-c2ccc(C)cc2)ccc1-c1noc(-c2cccnc2)n1	19.1	4.1	44.0%[activator]	-3.0%
NNC(=O)c1ccc(Cl)cc1Cl	5.7	nt	-0.5%	nt
Cc1nc(SCC(N)=O)[nH]c(=O)c1Cc1ccc(OC(C)C)cc1	42.4	5.1	4.8%	7.7%
O=C(Cn1cnc2ccccc21)N/N=C/c1ccc([N+](=O)[O-])cc1	?	10.4	-0.5%	nt
CC(C)NC(=O)[C@H]1C[C@@H]1[C@H](NC(=O)OCc1ccccc1)c1ccccc1	nt	nt	-0.1%	-1.4%
Cc1cc(C)c2nc(NC(=O)c3cccc(S(=O)(=O)N4CCc5ccccc54)c3)sc2c1	-28.8	nt	0.0%	nt

One compound at a time, as listed above. Values in the order: PNC assembly inh, IMPase inh, 12-hLO inh, ALOX15B inhib
`NNC(=O)c1ccc(Cl)cc1Cl` across the screens: 5.7, nt, -0.5%, nt
`CC(C)NC(=O)[C@H]1C[C@@H]1[C@H](NC(=O)OCc1ccccc1)c1ccccc1` across the screens: nt, nt, -0.1%, -1.4%
`Cc1ccccc1NC(=O)COC(=O)CNC(=O)c1sc2ccccc2c1Cl` across the screens: 33.8, nt, 0.8%, nt

Later entries.
SMILES	PNC assembly inh	IMPase inh	12-hLO inh	ALOX15B inhib
CCc1ccc(CNn2cnnc2SCC(=O)NC(C)(C)C)cc1	-9.7	0.8	-2.4%	nt
CCN(CC)c1cc(C(F)(F)F)nc(-c2ccccn2)n1	89.8	8.0	10.4%	nt
CCOCc1nnc(NC(=O)CCc2ccccc2)s1	12.8	-3.5	-1.2%	-7.4%
Cc1ccc(NC(=O)Nc2sc(=S)n(C)c2C)cc1	1.1	0.0	-10.3%	-27.4%
Cc1nnc(NC(=O)c2cccc(Br)c2)s1	5.4	-0.3	-4.9%	-1.9%
CC(C)(N=NC(C)(C)C(=N)N)C(=N)N	nt	nt	-7.7%[11.4 µM]	3.7%[11.4 µM]
Cc1nc(C)c(C(=O)C2=C(O)C(=O)N(CCCn3ccnc3)C2c2ccc(Cl)cc2)s1 (configuration not stated)	-11.8	-18.1	-8.4%	-0.6%
CCCc1cc(=O)[nH]c(SCC(=O)N(CC)Cc2ccccc2)n1	2.6	2.1	-5.9%	-1.0%
CCc1nnc(NC(=O)CSc2nc3cc4c(cc3cc2C)OCCO4)s1	73.1	1.5	-8.3%	-3.8%
CCOc1ccccc1Nc1nnc(SCC(=O)N2CCCC2)s1	44.5	-11.1	5.9%	-3.5%
COc1ccc(/C=c2/sc3n(c2=O)C(c2ccccc2OC)C2=C(N=3)c3ccccc3CC2)cc1O (configuration not stated)	-25.2	0.1	-21.5%	-24.8%
CCn1c(=O)cc(SCC(=O)NCc2ccc(C)cc2)c2ccccc21	25.5	-19.8	3.3%	-4.6%
Cc1ccc(NC(=S)N(CCCN2CCOCC2)Cc2ccccn2)cc1	29.8	nt	-0.1%	nt
Cc1nc(CCN2C(=O)c3ccccc3C2=O)cs1	-111.1*	-6.4	0.6%	7.4%
COc1ncc2nc(CCc3ccccc3)c(=O)n(C)c2n1	nt	nt	7.0%	10.6%
Oc1c(C(c2ccco2)N2CCC3(CC2)OCCO3)sc2ncnn12 (configuration not stated)	-9.7	1.6	6.6%	4.6%
O=C(Nc1nc(-c2ccc3ccccc3c2)cs1)C1CCN(S(=O)(=O)c2cccs2)CC1	-87.3*	nt	4.3%	nt
Cc1cccc(OCCCC(=O)NCCc2ccccc2)c1	-8.0	nt	-3.3%	nt
CC(C)(C)NC(=O)COC(=O)c1ccc(O)cc1	43.6	5.0	2.6%	nt
CCC(=O)N1CCN(c2ccccc2NC(=O)COc2cccc(C)c2)CC1	26.4	-7.4	-0.7%	-0.6%
CC1CN(C(=O)CN2C(=O)NC(C)(c3ccccc3)C2=O)CC(C)O1 (configuration not stated)	-18.1	6.2	0.4%	-1.6%
CCOC(=O)c1ccc(NC(=O)C(CC)(CC)C(=O)OCC)cc1	?	7.5	0.5%	12.6%
O=C(c1ccc(Cl)s1)N1CCOCC1	19.7	-2.2	0.4%	-1.4%
CC(C)(C)NC(=O)COc1ccc(CNCc2cccs2)cc1	126.2	10.4	3.4%	14.9%
COc1cc(/C=N/NC(=O)c2cccnc2)ccc1OCC(=O)Nc1ccc(C)cc1	35.9	nt	-2.7%	nt
Cc1nc(N2CCCC2)c2nnn(Cc3ccccc3Cl)c2n1	?	0.5	-3.3%	4.0%
COC(=O)c1cn(C(=O)c2ccc(Br)o2)c2ccccc12	?	0.8	-2.2%	10.9%
CCOc1cc(C(=O)NCCOC)cc(OCC)c1OCC	-4.2	-4.4	0.2%	6.0%
O=C(Oc1ccc(N(Cc2cccs2)C2=NS(=O)(=O)c3ccccc32)cc1)c1ccccc1F	?	10.7	-3.6%	-9.5%
Oc1ccccc1N=Cc1sc2ccccc2c1Cl	-16.3	nt	-0.6%	nt
c1ccc(N2CCN(c3ncnc4sc5c(c34)CCC5)CC2)cc1	16.1	12.0	-7.0%	12.8%
Cn1c(NCCCO)nc2ccccc21	?	2.9	-5.7%	-3.1%
Cc1cc(C)n(CC(O)COCc2ccccc2)n1 (configuration not stated)	?	-15.1	-0.6%	-12.9%
Cc1csc(SCCn2c(N3CCN(c4ccccc4)CC3)nc3c2c(=O)[nH]c(=O)n3C)n1	1.0	6.4	0.1%	-0.5%
CCc1nc(Sc2nnnn2-c2ccccc2)c2c3c(sc2n1)CCCC3	?	nt	0.7%	nt
CC(C)Cc1nc2sc3c(=O)n(N)cnc3c2c2c1COC(C)(C)C2	-10.9	-5.4	-2.9%	nt
CS(=O)(=O)Nc1ccc(C2=NN(C(=O)C3CCCCC3)C(c3cccs3)C2)cc1 (configuration not stated)	-7.3	nt	-2.9%	nt
O=C(CSc1nncs1)Nc1cc(-c2ccccc2)nn1-c1ccccc1	1.9	nt	-0.6%	nt
CN(C)C1NC(=O)c2cc(-c3ccccc3)sc2N1 (configuration not stated)	?	8.7	-15.2%	3.8%
O=C(/C(=C\c1ccccc1)c1nc2ccccc2[nH]1)c1ccc(Cl)cc1	?	-11.0	0.7%	nt
COC(=O)c1ccc(NC(C)=O)o1	7.5	3.3	-2.1%	-1.7%
COc1ccc(O)c(C(=O)CC(=O)c2ccc(F)cc2)c1	-2.2	2.5	?	1.7%
CCOC(=O)c1sc2nc(-c3ccco3)c3c(c2c1N)CC(C)(C)OC3	24.5	-5.8	-28.4%	?
NC(=O)c1c(-c2ccc(Cl)cc2Cl)csc1NC(=O)Cc1ccccc1	3.4	nt	-2.9%	nt
COc1ccccc1CNn1c(-c2cccc(C)c2)nc2ccccc2c1=O	?	7.4	-6.3%	13.2%
CCOC(=O)C(C)Sc1ncc(OC)c(=O)[nH]1 (configuration not stated)	?	?	-3.9%	8.9%[11.4 µM]
CCOc1nc(SCCOc2ccc(Cl)cc2Cl)nc(N(C)C)n1	-0.7	nt	-2.7%	nt
Cc1nc2ccc(NC(=O)c3ccc([N+](=O)[O-])cc3)cc2s1	15.8	nt	3.6%	nt
C=CCn1c(SCC(=O)Nc2sccc2C(N)=O)nc2sc(C)c(C)c2c1=O	5.4	-11.3	-4.3%	-7.1%
COc1cc(/C=C2\SC(=S)N(CC(=O)Nc3cccnc3)C2=O)cc(OC)c1OC	-7.3	2.6	-5.5%	nt

Continuation.
SMILES	PNC assembly inh	IMPase inh	12-hLO inh	ALOX15B inhib
CC(=O)c1c(C)[nH]c(C(=O)OCC(=O)NCCc2ccc(Cl)cc2)c1C	-20.0	-1.6	-4.3%	8.2%
Cc1c(NC(=O)COC(=O)C(c2ccc(Cl)cc2)C(C)C)c(=O)n(-c2ccccc2)n1C (configuration not stated)	17.5	4.0	0.5%	0.5%
Nc1ccc(S(=O)(=O)NNC(=O)C(=O)NNc2ccccn2)cc1	?	9.3	4.4%	27.6%
CCOc1cc(C(=O)N/N=C(\C)Cc2ccc(OC)cc2)cc(OCC)c1OCC	-26.2	nt	2.0%	nt
CN(CC(=O)N1CCN(C2CCCCC2)CC1)S(=O)(=O)c1cccc2nsnc12	?	2.3	-3.6%	3.9%
CC(C)CCNC(=O)c1cc(-c2ccncc2)nc2ccc(S(=O)(=O)N3CCOCC3)cc12	11.9	nt	6.7%	nt
CCCS(=O)(=O)N1CCN(C(=O)COc2ccc(OC)cc2)CC1	-15.8	7.4	2.6%	3.9%
Cc1ccc(C(=O)N(CC(=O)NC2CCCCC2)c2ccccc2C)s1	60.2	4.1	-4.7%	-10.9%
CC(=O)N1CCCc2cc(S(=O)(=O)NC(C(=O)NC3CCCCC3)C(C)C)ccc21 (configuration not stated)	40.6	nt	1.0%	nt
CCOC(=O)C1=C2c3cc(OC)c(OC)cc3CC(C)(C)N2C(=O)C1=O	-21.6	nt	-4.3%	nt
Cc1cccc(NC(=O)c2sc3nc(-c4ccccc4)cn3c2C)n1	?	0.7	-1.1%	3.0%
O=C(COC(=O)c1cc(C(F)(F)F)cc(C(F)(F)F)c1)NCc1ccc(Cl)cc1	?	nt	-2.3%	nt

Screening results as filed in PubChem.
